Screens (PubChem)
RGS4 pot – RGS4 potentiation or activation; HEK293 M3R/inducible RGS4, carbachol calcium flux Fluo4; hits give low values; B-score at 10 µM; actives 0.92% (n = 310,000);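 active = B-score of the integrated calcium signal more than 4 SD below the library mean, with starting fluorescence not abnormally high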;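 also: negative B-score means reduced calcium response which marks RGS4 activation or potentiation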
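System: HEK293 FlpIn-TREx cells, stable M3R, doxycycline-inducible RGS4. Timing: overnight RGS4 induction, 30 min dye load 37 °C, 20 min compound RT. Also added: carbachol, ECmax concentration. Measured by: Fluo4 fluorescence kinetic imaging of calcium. Evaluation: integrated calcium ratio converted to B score.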
Dyrk1A ADPGlo – Dyrk1A (rat) kinase inhibition | actives 0.43% (n = 310,000) | inhibition, % at 12.5 µM | Q63470 | ADP-Glo luminescence, NFATc1 peptide; in the data active = inhibition above about 50%;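 also: plate controls were vehicle with enzyme for no effect and no enzyme for full effect; many of its hits are not listed in these tables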
KCNQ1 pot – potentiators or activators of human KCNQ1 potassium channel. CHO-K1 KCNQ1, thallium flux FluxOR fluorescence; hits give high values. actives 0.35% (n = 310,000). B-score at 10 µM;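 active = fluorescence ratio B-score, a plate-corrected score, at least three library SD, with initial intensity B-score within 5 SD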
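Assay system: CHO-K1 cells stably expressing KCNQ1. Medium: assay buffer for compound exposure, DMSO matched across wells. Timing: 37 °C overnight plating, 90-min dark dye load, 20-min compound pretreatment. Signal: kinetic FluxOR fluorescence, 10 s baseline plus 110 s post-stimulus.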
PolyA inh – inhibitors of polyadenylation in S. cerevisiae; actives 0.02% (n = 300,000); calls only at 12 µM; S. cerevisiae SKY197-pL101 polyadenylation reporter, beta-gal luminescence; efflux-impaired pdr1/pdr3 knockout yeast; score 100 = 6 SD above DMSO; AID 1875;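 active = lowest replicate activity score at least 50, where 100 means six control SD above control mean; inconclusive = lowest score under 50 but half or more replicates reach 50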;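 also: yeast exposed to compound for 9 h at 30 °C; higher score means more reporter readthrough which indicates perturbed polyadenylation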
hERG protect – hERG (human) protection from proarrhythmic block; Q12809; CHO-hERG, FluxOR thallium flux, dofetilide IC70 present; activation (rescue from dofetilide block), less the hit threshold, % at 10 µM; actives 0.51% (n = 310,000);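 active = activation above the mean of controls blocked by dofetilide plus 5 SD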;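 also: thallium influx through hERG after potassium depolarization seen as dye fluorescence rise; in these data hits start at about 4.7%; inactives centre near -7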
Target sequence (Q12809 whole entry, looked up): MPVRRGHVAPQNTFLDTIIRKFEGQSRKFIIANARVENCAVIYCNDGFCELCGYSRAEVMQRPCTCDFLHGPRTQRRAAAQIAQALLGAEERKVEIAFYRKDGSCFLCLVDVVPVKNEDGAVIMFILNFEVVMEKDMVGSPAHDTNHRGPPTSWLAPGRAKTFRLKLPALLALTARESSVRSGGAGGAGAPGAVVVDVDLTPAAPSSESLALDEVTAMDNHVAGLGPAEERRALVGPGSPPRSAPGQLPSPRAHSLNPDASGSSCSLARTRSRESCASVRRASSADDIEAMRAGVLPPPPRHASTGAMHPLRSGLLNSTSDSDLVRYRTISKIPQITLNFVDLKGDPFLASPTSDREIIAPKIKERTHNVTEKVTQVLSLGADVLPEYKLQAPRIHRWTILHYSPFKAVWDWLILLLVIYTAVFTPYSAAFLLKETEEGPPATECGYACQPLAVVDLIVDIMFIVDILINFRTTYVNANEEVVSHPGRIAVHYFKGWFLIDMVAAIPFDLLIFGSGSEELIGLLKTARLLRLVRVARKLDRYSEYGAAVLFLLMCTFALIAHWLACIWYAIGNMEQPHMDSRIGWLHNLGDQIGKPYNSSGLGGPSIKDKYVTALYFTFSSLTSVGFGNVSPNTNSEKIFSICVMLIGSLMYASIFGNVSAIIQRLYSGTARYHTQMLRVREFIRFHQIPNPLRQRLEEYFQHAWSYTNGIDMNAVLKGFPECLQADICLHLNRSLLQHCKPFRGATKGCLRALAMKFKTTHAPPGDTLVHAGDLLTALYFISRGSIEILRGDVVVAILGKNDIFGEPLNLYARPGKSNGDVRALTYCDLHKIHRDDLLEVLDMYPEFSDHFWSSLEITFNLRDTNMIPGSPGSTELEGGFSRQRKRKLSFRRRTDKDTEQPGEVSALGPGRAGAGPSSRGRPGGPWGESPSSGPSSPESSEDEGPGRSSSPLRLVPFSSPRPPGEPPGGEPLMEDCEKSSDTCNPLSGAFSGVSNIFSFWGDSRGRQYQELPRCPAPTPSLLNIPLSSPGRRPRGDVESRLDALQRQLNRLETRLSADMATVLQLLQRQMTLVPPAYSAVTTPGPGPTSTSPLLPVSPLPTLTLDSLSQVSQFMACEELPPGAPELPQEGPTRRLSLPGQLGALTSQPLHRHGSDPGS
GSK3 alpha inh – inhibitors of human GSK-3 alpha kinase. inhibition, % at 10 µM. P49840. AID 2650. ADP-Glo luminescence, 60 min. actives 0.1% (n = 320,000);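 in the data active = inhibition above about 50%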;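 also: GST-tagged GSK-3 alpha with peptide substrate and 25 µM ATP; 0% = DMSO neutral wells and 100% = GW8510 positive control wells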
KCNQ1 block – human KCNQ1 channel inhibition; CHO-K1 KCNQ1, FluxOR thallium flux fluorescence; hits give high values; B-score at 10 µM; actives 1.3% (n = 310,000); AID 2642;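 active = compounds whose thallium flux B-score, printed positive for inhibition, exceeds three library SD while starting fluorescence stays within three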;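 also: channel opened by potassium depolarization with thallium stimulus after 20 min compound exposure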
KCNK9 inh – human KCNK9 channel inhibition; B-score at 10 µM; actives 1.2% (n = 310,000); HEK293 KCNK9, FluxOR thallium flux fluorescence; hits give low values;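 active = ratio B-score over 3 SD below the library mean, with starting fluorescence within 5 SD of its mean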;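 also: negative B-score means less thallium flux so channel inhibition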
KCNK3 block – human KCNK3 channel inhibition, primary screen; actives 0.84% (n = 340,000); B-score at 10 µM; O14649; CHO-KCNK3 thallium flux, FluxOR fluorescence; hits give low values; AID 602410;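 active = B-score under library mean minus 4 SD, starting fluorescence ratio at most library mean plus 5 SD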;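 also: more negative B-score means stronger inhibition of thallium flux through KCNK3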
HDAC3 inh – blocks human histone deacetylase 3. inhibition, % at 8.3 µM. AID 2718. actives 0.15% (n = 320,000). recombinant HDAC3, fluorogenic peptide/trypsin coupled, fluorescence. O15379; in the data active = inhibition above about 26%, passing the limit was not always enough; inconclusive = no clear call, values can overlap the other calls
GSK3B inh – blocks human GSK3beta kinase activity. P49841. GST-GSK3beta kinase, ADP-Glo luminescence, 60 min; hits give low values. activity score (negative = inhibition), % at 10 µM. actives 0.038% (n = 300,000). AID 2097;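 active = more than half of replicate wells score below -50%, meaning over 50% inhibition versus plate controls; inconclusive = some replicates but at most half score below -50%; inactive = no replicate scores below -50%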;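 also: 0% = median DMSO wells and -100% = median GW8510 positive control wells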
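Assay system: GST-tagged human GSK3beta kinase, cell-free; Input: 1.6 ng GSK3beta; Medium: Tris/MgCl2 kinase buffer; Timing: 60 min enzyme reaction, room temperature; Signal: ADP-Glo luminescence quantifying ADP generated by kinase; Evaluation: score relative to plate controls; Benchmarks: DMSO neutral wells and GW8510 at 20 µM as positive.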
An asterisk follows results filed as active; i = inactive; u = inconclusive; x = no result given; & = joins results of further samples. Only part of the results is shown, so the mix of outcomes need not match the whole.

SMILES | RGS4 pot | Dyrk1A ADPGlo | KCNQ1 pot | PolyA inh | hERG protect | GSK3 alpha inh | KCNQ1 block | KCNK9 inh | KCNK3 block | HDAC3 inh | GSK3B inh
CCOC(=O)c1ccc(COC(=O)CNS(=O)(=O)c2ccccc2)cc1 | i | -4 | i | i | -24 | -2 | i | i | i | 0 | 0
COc1cccc(/C=N\NC(=O)c2ccc(Cn3cc(Br)c([N+](=O)[O-])n3)o2)c1O | i | 2 | i | i | -10 | -1 | i | i | i | -6 | 1
CC1CCCN(c2nc3c(c(=O)[nH]c(=O)n3C)n2CCCc2ccccc2)C1 (stereo unspecified) | i | 5 | i | i | -18 | 1 | i | i | i | -2 | 1
Cc1ccc(S(=O)(=O)CCN2C=CC(C(F)(F)F)=NCC2)cc1 | i | 3 | i | i | -7 | -2 | i | i | i | 9 | -2
O=C(CCN1CCN(C/C=C/c2ccccc2)CC1)Nc1ccccc1F | i | -5 | i | i | -15 | -4 | i | i | i | -5 | -2
Cc1ccc(NC(=O)c2ccc(S(=O)(=O)N3CCOCC3)cc2)cc1 | i | 1 | i | i | -12 | -2 | i | i | i | 0 | -3
CC(C)CC(=O)Nc1cc2nn(-c3ccccc3)nc2cc1Cl | i | 0 | i | i | -13 | 0 | i | i | i | 0 | 2
Cc1noc(C)c1C(=O)Nc1ccccc1-c1ccccc1 | i | 1 | i | i | -8 | -5 | i | i | i | -9 | 0
COc1ccc(NC(=O)CCn2c(=O)c3cccn3c3ccccc32)cc1 | i | x | i | i | -12 | 1 | i | i | i | 0 | 1
Fc1ccc(CN2CCN(c3ncccn3)CC2)cc1 | i | x | i | i | -3 | -2 | i | i | i | 3 | 4
Cc1ccc2c(c1)CCCN2C(=O)c1ccncc1 | i | 1 | i | i | -6 | 3 | i | i | i | -1 | -1
CCN(CC)S(=O)(=O)c1ccc2nc(CSc3nnnn3-c3ccc(O)cc3)[nH]c2c1 | i | -1 | i | i | -17 | 7 | i | i | i | 2 | -3
COC(=O)NNC(=O)C(C)Oc1ccc(Cl)cc1Cl (stereo unspecified) | i | -11 | i | i | -8 | -2 | i | i | i | -10 | 3
COc1cc(Nc2nc3ccc(Cl)cc3n3cnnc23)cc(OC)c1OC | i | 2 | i | i | -5 | -3 | i | i | i | 3 | 2
CCOC(=O)C1=C(CSc2nc(CC)c(C)cc2C#N)OC(N)=C(C#N)C1c1ccc(OC)cc1 (stereo unspecified) | i | 0 | i | i | -9 | -32 | i | -9.7* | -9.2* | 5 | 2
Oc1cc(OCc2ccccc2)ccc1-c1[nH]ncc1-c1ccccc1 | i | 0 | i | i | -11 | 2 | i | i | i | 12 | 7
Cc1ccc(S(=O)(=O)c2nc(-c3ccccc3)oc2SCC(=O)NCC2CCCO2)cc1 (stereo unspecified) | i | 0 | i | i | -9 | -3 | i | i | i | 4 | 0
CCOc1ccc(Cl)cc1S(=O)(=O)N1CCN(c2ccc(F)cc2)CC1 | i | -3 | i | i | -16 | -1 | i | i | i | 2 | 1
COc1ccc(C(=O)NCCN=C2NS(=O)(=O)c3ccccc32)cc1 | i | 0 | i | i | -8 | 0 | i | i | i | -5 | 0
Nc1nc(-c2ccccc2)[nH]c(=O)c1N | i | 75* | i | i | -5 | 2 | i | i | i | 2 | -1
Cc1ccc(CNC(=O)C(Cc2ccccc2)n2cccc2)cc1 (stereo unspecified) | i | -2 | i | i | -7 | -3 | i | i | i | 6 | 1
O=C(CSc1nnc(-c2cccs2)n1-c1ccccc1)NCc1ccc2c(c1)OCO2 | i | 3 | i | i | -11 | -1 | i | i | i | 2 | -4
CCN(CC)S(=O)(=O)c1cccc(C(=O)N2CC(O)CC2C(=O)OC)c1 (stereo unspecified) | i | 6 | i | i | -1 | -2 | i | i | i | 3 | 0
COc1ccc(C(CCNCc2ccc(OC(C)C)cc2)c2ccccc2OC)cc1 (stereo unspecified) | i | -4 | i | i | -20 | -3 | 6* | i | i | 3 | 0
Cc1nc2ccccc2n1CC(O)c1ccccc1 (stereo unspecified) | i | 5 | i | i | -5 | -1 | i | i | i | 0 | 2
O=Cc1ccc(OC(=O)Cc2ccc(F)cc2)cc1 | i | x | i | i | -4 | -2 | i | i | x | -10 | 0
Cc1ccc(-c2cc(C(=O)NCCCN3CCOCC3)c3ccc(Cl)c(C)c3n2)cc1 | i | -2 | i | i | -7 | 0 | i | i | i | -3 | 0
CC(NC(=O)c1ccc(Cl)cc1Cl)C(c1ccccc1)N1CCOCC1 (stereo unspecified) | i | -1 | i | i | -7 | -1 | i | i | i | 2 | 1
Cc1cc(SCCOc2ccc(Br)cc2)nc(N)n1 | i | -9 | i | i | 2 | 1 | i | i | i | 6 | 1
O=C(Cn1nnc2ccccc21)OCC(=O)c1ccccc1 | i | 1 | i | i | -18 | 0 | i | i | i | 5 | -2
CC1(C)C(C=C(Cl)Cl)C1C(=O)N(Cc1ccccc1Cl)C1CCS(=O)(=O)C1 (stereo unspecified) | i | -4 | i | i | -3 | -2 | i | i | i | 0 | 0
Cc1ccsc1/C=N/NC(=O)c1ccc2c(c1)OCCO2 | i | 3 | i | i | -12 | 2 | i | i | i | -3 | 1
COc1ccc(C2/C(=C(\O)c3ccc4c(c3)OCCO4)C(=O)C(=O)N2c2nc(C)c(C(C)=O)s2)cc1 (stereo unspecified) | i | x | i | i | -7 | -4 | i | i | i | 2 | 0
COc1ccccc1NC(=O)c1cc2c(=O)n(C)c3ccccc3c2n1C | i | 1 | i | i | -15 | -2 | i | i | i | -1 | -3
CN1CCN(Cc2nc3ccccc3c(=O)n2Cc2nc(-c3ccc4ccccc4c3)cs2)CC1 | i | -4&3 | i | i | -16 | -3 | i | i | i | 7 | 1
Cc1nc2cc3sc(C)nc3cc2s1 | i | x | i | i | 0 | -4 | i | i | i | 5 | 3
O=C(Nc1cnn(Cc2ccccc2)c1)c1cc2nc(-c3ccco3)cc(C(F)(F)F)n2n1 | i | 8 | i | i | -11 | -6 | i | i | i | -11 | 3
CC1(C)CNC(=O)CC(C)(C)N1O | i | x | i | i | 3 | 1 | i | i | i | 0 | 2
O=C(Nc1ccccc1)c1ccc(S(=O)(=O)N2CCOCC2)cc1 | i | 18 | i | i | -8 | 0 | i | i | i | -7 | -3
Cc1cccc(NS(=O)(=O)c2cccc(C(=O)N3CCCC(C(F)(F)F)C3)c2)c1 (stereo unspecified) | i | -7 | i | i | -21 | -2 | i | i | i | u | 2
N#CC1=C(N)Oc2n[nH]c(-c3cccs3)c2C1c1ccncc1 (stereo unspecified) | i | x | i | i | -11 | 5 | i | i | i | 2 | -2
CCN(CC)c1ccc2cc(C(N)=O)c(=N)oc2c1 | i | 10 | i | i | -50 | -2 | i | i | i | 14 | 0
Cc1cccn(Cc2c(Cl)cccc2Cl)c1=O | i | x | i | i | -7 | -1 | i | i | i | 0 | -1
COc1ccc(C(=O)/C=C/c2ccc(-c3ccccc3)cc2)cc1CSCC(=O)O | -7.9* | -3 | i | i | -13 | x | i | i | i | 12 | 6
COc1cc(C(c2nnnn2C2CCCC2)N2CCN(C(=O)c3ccco3)CC2)cc(OC)c1OC (stereo unspecified) | i | -11 | i | i | -4 | 1 | i | i | i | -1 | -3
NC(=O)c1ccccc1N/C=C/C(=O)c1ccc(Cl)cc1 | i | 1 | i | i | 0 | -1 | i | i | i | 4 | 1
COc1ccc(C)cc1S(=O)(=O)N(C)CC(=O)NCc1ccco1 | i | -6 | i | i | -4 | -1 | i | i | i | -5 | 2
Cc1ccc(S(=O)(=O)CCC#N)cc1 | i | -2 | i | i | -8 | -1 | i | i | i | -13 | 0
CSCC[C@H](NC(=O)CC(C)(C)C)c1nc2ccccc2[nH]1 | i | 14 | i | i | -11 | -4 | i | i | i | -5 | 2
COc1ccc(/C=C(\NC(=O)c2ccco2)C(=O)Nc2ccc(C(C)=O)cc2)cc1 | i | 2 | i | x | -4 | x | i | i | i | -1 | 4
COc1ccc(Cn2nnnc2C(c2cc3cccc(C)c3[nH]c2=O)N2CCOCC2)cc1 (stereo unspecified) | i | -2 | i | i | -15 | -1 | i | i | i | -1 | 3
O=C(O)c1cccc(N/N=C/c2ccc(OC(F)(F)F)cc2)c1 | i | -3 | i | i | -2 | -5 | i | i | i | 5 | 1
O=C(Nc1ccc(S(=O)(=O)NC2CCCC2)cc1)c1cnccn1 | i | -1 | i | i | 0 | -5 | i | i | i | u | -2
CCn1cc(/C=C(\NC(=O)c2ccc(OC)c(OC)c2)C(=O)NCCCO)c2ccccc21 | i | -12 | i | i | -1 | 0 | i | i | i | 3 | -1
CCS(=O)(=O)Nc1cc2c3c(c1)CCC(=O)N3CCC2 | i | 2 | i | i | -3 | 7 | i | i | i | -1 | 3
COc1cc(C(=O)NCc2ccncc2)cc(OC)c1OC | i | 1 | i | i | -10 | 0 | i | i | i | 3 | -3
COc1ccccc1N(Cc1ccccc1)S(=O)(=O)c1cccc(C(=O)Nc2ccccn2)c1 | i | -2 | i | x | -11 | 0 | i | i | i | -2 | 2
CCc1ccc(NC(=O)COC(=O)c2cccs2)cc1 | i | -6 | i | i | -2 | 1 | i | i | i | -2 | 1
CC1CCN(C(=O)c2cccc(S(=O)(=O)N3CCN(c4ccccc4)CC3)c2)CC1 | i | -2 | i | i | -15 | -2 | i | i | i | -1 | -3
O=C(OCc1cnc(Cl)s1)c1ccccc1Cl | i | 4 | i | i | -5 | x | i | i | i | x | 2

Another view of 3 compounds above.
Structure: CCn1cc(/C=C(\NC(=O)c2ccc(OC)c(OC)c2)C(=O)NCCCO)c2ccccc21
  RGS4 pot = i | Dyrk1A ADPGlo = -12 | KCNQ1 pot = i | PolyA inh = i | hERG protect = -1 | GSK3 alpha inh = 0 | KCNQ1 block = i | KCNK9 inh = i | KCNK3 block = i | HDAC3 inh = 3 | GSK3B inh = -1
Structure: COc1cc(C(=O)NCc2ccncc2)cc(OC)c1OC
  RGS4 pot = i | Dyrk1A ADPGlo = 1 | KCNQ1 pot = i | PolyA inh = i | hERG protect = -10 | GSK3 alpha inh = 0 | KCNQ1 block = i | KCNK9 inh = i | KCNK3 block = i | HDAC3 inh = 3 | GSK3B inh = -3
Structure: Cc1cccn(Cc2c(Cl)cccc2Cl)c1=O
  RGS4 pot = i | Dyrk1A ADPGlo = x | KCNQ1 pot = i | PolyA inh = i | hERG protect = -7 | GSK3 alpha inh = -1 | KCNQ1 block = i | KCNK9 inh = i | KCNK3 block = i | HDAC3 inh = 0 | GSK3B inh = -1
